# CendR NRP1 mod – modulators of CendR peptide binding to human neuropilin-1. FAM-RPARPAR peptide binding to NRP-1, fluorescence polarization. inhibition, % at 25 µM. actives 0.85% (n = 360,000). AID 602438;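 active = inhibition or corrected inhibition above about 18%, plus a signal ratio from 0.5 to 1.5, limit read from the data, passing the limit was not always enough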; note: strong numbers were not always called active
# SKN-1 inh – inhibitors of C. elegans SKN-1 | C. elegans VP596 Pgst-4::GFP/RFP ratio, acrylamide-induced, 24 h | inhibition, % at 21.8 µM | actives 0.49% (n = 360,000) | AID 624304;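 active = interference check ratio from 0.5 to 1.5 plus GFP to RFP signal ratio inhibition reaching or exceeding a fixed threshold, cut at about 30% in these data, passing the limit was not always enough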; note: some compounds called inactive have numbers as strong as hits
# DNMT1 block – DNMT1 (human) enzyme inhibition; P26358; DNMT1 molecular beacon, Hinp1I cleavage, fluorescence; inhibition (reported as % activation of signal), % at 10 µM; actives 0.83% (n = 360,000); AID 588458; in the data active = inhibition above about 50%
# Target sequence (P26358 504-1616 limits assumed): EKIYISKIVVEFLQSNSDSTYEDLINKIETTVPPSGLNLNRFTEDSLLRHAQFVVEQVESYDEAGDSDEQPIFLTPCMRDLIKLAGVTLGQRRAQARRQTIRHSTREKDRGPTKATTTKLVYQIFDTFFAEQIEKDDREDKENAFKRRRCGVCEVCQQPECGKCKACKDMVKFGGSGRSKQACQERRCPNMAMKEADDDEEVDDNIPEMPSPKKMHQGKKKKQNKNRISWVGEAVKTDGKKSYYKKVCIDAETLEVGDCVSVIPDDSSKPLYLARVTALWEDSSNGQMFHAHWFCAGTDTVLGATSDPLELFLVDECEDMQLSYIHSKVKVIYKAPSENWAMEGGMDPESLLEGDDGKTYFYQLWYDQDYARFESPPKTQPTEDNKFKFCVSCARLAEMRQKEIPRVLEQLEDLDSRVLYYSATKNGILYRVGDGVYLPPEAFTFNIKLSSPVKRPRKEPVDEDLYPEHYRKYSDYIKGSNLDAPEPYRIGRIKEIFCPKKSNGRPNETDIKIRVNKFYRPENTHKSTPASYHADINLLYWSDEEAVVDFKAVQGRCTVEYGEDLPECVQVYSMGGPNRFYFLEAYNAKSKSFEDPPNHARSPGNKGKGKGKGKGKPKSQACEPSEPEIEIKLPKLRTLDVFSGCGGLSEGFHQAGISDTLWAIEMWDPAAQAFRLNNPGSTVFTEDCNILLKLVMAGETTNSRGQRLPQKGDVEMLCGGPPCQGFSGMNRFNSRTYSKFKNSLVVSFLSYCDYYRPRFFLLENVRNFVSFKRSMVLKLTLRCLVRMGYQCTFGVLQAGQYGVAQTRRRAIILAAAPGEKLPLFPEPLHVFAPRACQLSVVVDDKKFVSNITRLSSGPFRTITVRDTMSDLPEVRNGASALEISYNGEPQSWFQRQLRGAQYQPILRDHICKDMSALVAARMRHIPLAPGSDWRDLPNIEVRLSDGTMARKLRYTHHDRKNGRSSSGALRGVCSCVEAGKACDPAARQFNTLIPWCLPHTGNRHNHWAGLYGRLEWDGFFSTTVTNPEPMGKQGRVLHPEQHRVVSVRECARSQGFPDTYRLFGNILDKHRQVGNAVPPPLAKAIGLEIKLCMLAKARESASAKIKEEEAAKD
# LMPTP inh – blocks human LMPTP phosphatase | P24666 | recombinant LMPTP-A, OMFP fluorogenic substrate, fluorescence intensity | inhibition, % at 20 µM | actives 0.22% (n = 360,000);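 active = compounds that cut the enzyme signal by at least half of the control window in the single-dose screen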;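 note: plate controls were DMSO wells with enzyme plus substrate for no effect and substrate without enzyme for full effect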
#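 Test system: LMPTP-A, protein tyrosine phosphatase of low molecular weight; Input: 0.625 nM enzyme; Incubation: 50 min dark incubation at room temperature; Signal: endpoint fluorescence intensity from OMFP dephosphorylation; Read-out basis: % inhibition versus control wells.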
# Neddylation inh – inhibitors of human cullin neddylation; P61081+Q13564; TR-FRET cullin neddylation, biochemical; AID 651699; calls only at 25 µM; actives 0.58% (n = 360,000); in the data active = inhibition above about 36%
# SUMO1-SIM PPI – alters human SUMO1 binding to SIM partners | actives 0.33% (n = 360,000) | inhibition, % at 20 µM | P63165 | AID 602429 | SUMO1 binding to a labelled peptide, TR-FRET, 1 h; in the data active = inhibition above about 37%
# NadD block – inhibitors of Staphylococcus aureus NadD; purified NadD enzyme, colorimetric absorbance read-out; inhibition, % at 20 µM; actives 0.78% (n = 360,000); AID 602399; in the data active = inhibition above about 26%; note: some compounds past the cut are filed as inactive
# Tb MetRS inh – Trypanosoma brucei MetRS inhibition. purified T. brucei MetRS, ATP depletion, Kinase-Glo luminescence. inhibition, % at 11.9 µM. actives 0.4% (n = 360,000). AID 624268;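 active = inhibition above a per-plate cutoff of the control wells' mean inhibition plus 3 SD, cut at about 5.5% in these data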;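 note: 0% = DMSO wells median and 100% = median of wells with control inhibitor compound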
#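 Test system: purified T. brucei MetRS enzyme. Also added: ATP, methionine and E. coli bulk tRNA substrates. Compound: 11.9 µM single point. Schedule: 15 min enzyme-compound preincubation, 2 h reaction, 10 min detection, 25 °C. Signal: luciferase luminescence of residual ATP, Kinase-Glo. Evaluation: percent inhibition versus plate control medians. Controls: DMSO wells, low control.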
# STEP block – blocks human striatal-enriched tyrosine phosphatase; P54829; recombinant STEP, OMFP fluorogenic substrate, fluorescence; inhibition, % at 20 µM; actives 0.25% (n = 360,000); AID 588621;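 active = inhibition at 20 µM, scaled per plate between control wells, above about 37%, limit read from the data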;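 note: 0% = DMSO with enzyme and substrate and 100% = substrate only without enzyme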
#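 Assay system: isolated STEP enzyme / Timing: 20 min at room temperature, dark / Doses: 20 µM, 1% DMSO / Technique: fluorescence intensity, excitation 480 nm, emission 540 nm / Reagent: fluorogenic phosphatase substrate OMFP at 25 µM final / Measure: percent inhibition scaled to no-enzyme and uninhibited-enzyme controls, plate-pattern corrected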
# Scp-1 inhibitor – blocks human Scp-1 phosphatase activity; inhibition, % at 20 µM; actives 0.88% (n = 340,000); Recombinant Scp1, phosphopeptide, malachite green phosphate absorbance; AID 493091;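 active = inhibition above about 50% at 20 µM, limit read from the data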;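 note: plate controls were DMSO wells with enzyme for no effect and wells lacking enzyme for full effect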
#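 Material: truncated SCP-1 phosphatase (76-261aa) / Buffer or medium: 50 mM Tris acetate pH 5.5, 0.005% Tween-20, 10 mM MgCl2 / Compound dosing: one concentration, 20 µM, with 1.0% DMSO / Incubation: 45 min room-temperature reaction, 5 min colour, 30 min stabiliser / Detection: colorimetric free-phosphate detection, absorbance 630 nm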
# The depositor's hits bear a star; i = inactive; x = no result given.
SMILES,CendR NRP1 mod,SKN-1 inh,DNMT1 block,LMPTP inh,Neddylation inh,SUMO1-SIM PPI,NadD block,Tb MetRS inh,STEP block,Scp-1 inhibitor
O=C(c1ccc(F)cc1)N1CCCC(C(=O)N2CCc3ccccc3C2)C1 (centres undefined),2.3,-18.1,-0.4,-2.1,i,3.9,-0.2,-0.4,-3.1,16.5
O=C(CCCCn1c(=O)[nH]c2ccccc2c1=O)NC1CCN(Cc2ccccc2)CC1,0.1,12.3,6.8,-0.2,i,5.2,-0.8,-0.2,1.9,-6.0
NC(=O)/C(=C/c1ccc2c(c1)OCO2)NC(=O)c1ccco1,0.6,4.4,-0.8,1.4,i,-4.0,-2.9,0.3,-1.4,1.2
Cn1cc(CN2CCN(Cc3ccccc3)CC2)c(-c2cccc(Cl)c2)n1,10.3,-3.2,-1.8,-1.3,i,-0.7,-5.9,-0.6,-1.3,0.2
Cc1ccnc(NS(=O)(=O)c2ccc(NS(C)(=O)=O)cc2)n1,-4.7,1.4,1.1,-0.7,i,4.1,-2.3,0.2,-1.2,-4.1
Cc1cccc2sc(NNC(=O)c3ccc4c(c3)OCCO4)nc12,9.4,-10.9,-7.5,-0.9,i,2.1,-0.6,-1.0,2.1,-6.6
O=C(Nc1ccccc1C(=O)O)c1cccc(N2C(=O)c3ccccc3C2=O)c1,10.7,3.8,0.7,-1.7,i,-3.7,-7.6,0.1,2.2,-9.6
O=S(=O)(NC1CC1)c1ccc2c3c(cccc13)CC2,7.6,4.2,1.5,0.2,i,0.4,3.0,0.5,1.1,-11.0
CCCC(C(=O)NC1CCCC1)N(Cc1ccc(F)cc1)C(=O)c1snc(C(N)=O)c1N (centres undefined),12.1,8.5,0.6,0.7,i,-5.3,-0.6,-0.5,-1.3,-1.4
CCOc1cc(NC(=O)c2cccs2)c(OCC)cc1NC(=O)c1cccnc1,-2.8,6.7,-0.7,-1.8,x,-6.2,-4.0,-0.4,-2.8,-3.3
Cc1cccc(C)c1NC(=O)CNC(=O)c1c(C)nn(-c2ccccc2)c1Cl,-4.0,15.6,1.9,-1.6,i,1.0,-0.6,-0.2,1.7,-4.2
O=C(N/N=C/c1cc(Br)cs1)c1ccccc1[N+](=O)[O-],-11.5,2.6,1.3,-0.9,i,-22.2,-4.5,-0.7,-1.5,-5.2
COc1ccc(C2Nc3ccccc3C(=O)N2Cc2ccccc2)cc1 (centres undefined),-4.2,14.2,3.8,0.0,x,7.8,-2.5,-0.3,-0.9,-7.3
Clc1cccc(N2CCN(Cc3ccc(Br)o3)CC2)c1,6.6,14.6,8.0,-1.3,i,2.2,0.0,-0.5,-3.1,-5.1
CCOc1cc(N2CCOCC2)c(OCC)cc1NC(=O)c1cc(S(=O)(=O)N2CCOCC2)ccc1C,4.0,3.5,0.3,-1.0,i,-2.0,0.5,0.0,2.9,-7.6
O=c1[nH]cccc1-c1nc2ccccc2[nH]1,-7.4,8.4,0.8,14.5,x,-11.4,-0.9,-0.5,2.3,1.4
O=C(CSc1nnc(-c2ccc(Cl)s2)o1)N1CCCc2ccccc21,-0.9,3.6,-1.4,1.9,i,-11.7,-3.2,-0.9,4.1,-22.2
CCN1C(=O)[C@H]2[C@H]3CN=C(SCc4ccccc4)N3[C@@](CC)(C(=O)OC)[C@H]2C1=O,3.2,2.2,2.1,-0.5,i,1.1,-0.2,-0.4,-2.1,3.9
COc1ccc(C2C(C(C)=O)=C(O)C(=O)N2CCc2c[nH]c3ccccc23)cc1 (centres undefined),5.7,8.6,-5.4,2.3,i,-1.9,13.6,0.6,4.2,-2.8
CC1CCCCC1NC(=O)C1CCN(S(=O)(=O)c2ccc(-n3cnnn3)cc2)CC1 (centres undefined),-10.5,6.7,2.3,-1.8,i,-5.1,-0.1,-0.8,1.8,-2.2
CCn1cc(CN(C)C(=O)/C=C/c2ccc([N+](=O)[O-])cc2)c(C)n1,0.4,-1.8,-0.8,-1.8,i,-29.6,-2.1,-0.7,-2.8,0.6
O=C(c1ccccc1)c1c(O)cc(-c2ccccc2)oc1=O,-2.5,2.1,34.5,-2.6,i,3.0,-6.1,-1.0,1.4,29.3
CCOc1cc(/C=C\c2nc(O)c([N+](=O)[O-])c(=O)[nH]2)ccc1OC(C)CC (centres undefined),5.0,-3.7,2.5,-1.2,i,-3.9,-2.5,-0.3,1.1,-4.2
Cc1csc(NC(=O)CSC2=NS(=O)(=O)c3ccccc3N2)n1,0.4,8.9,1.4,0.0,i,5.8,0.7,-0.3,-0.7,-2.0
O=C(COc1ccccc1Cl)N1CCCCCCC1,6.3,2.8,1.5,0.3,i,1.7,-4.0,-0.3,0.8,-4.7
O=c1c(-c2ccco2)[n+]([O-])c2ccccc2n1OCc1ccccn1,7.0,-4.7,-3.5,0.0,i,-16.5,8.6,-0.5,-0.6,-4.8
CCCCNCCOc1ccccc1-c1ccccc1,-0.2,9.5,1.2,-3.7,i,3.2,-6.2,0.1,2.3,-9.3
Cc1ccc(C)c(NC(=S)NC(=O)c2cncc(Br)c2)c1,-27.4,-13.3,1.6,-0.1,i,-12.4,-1.6,-1.5,1.8,-3.3
C=CCn1c(-c2cccnc2Cl)nc2ccccc21,-0.9,1.1,1.7,-1.5,i,-1.8,-1.6,-0.6,-3.0,6.5
CC1=NN(S(=O)(=O)c2ccc(F)cc2)C(=O)c2ccccc2O1,-2.4,6.0,1.5,-1.3,i,-2.4,-1.0,-1.2,-2.7,0.8

# Filtered by structure, the compounds so far containing fluorine (3)
SMILES,CendR NRP1 mod,SKN-1 inh,DNMT1 block,LMPTP inh,Neddylation inh,SUMO1-SIM PPI,NadD block,Tb MetRS inh,STEP block,Scp-1 inhibitor
O=C(c1ccc(F)cc1)N1CCCC(C(=O)N2CCc3ccccc3C2)C1 (centres undefined),2.3,-18.1,-0.4,-2.1,i,3.9,-0.2,-0.4,-3.1,16.5
CCCC(C(=O)NC1CCCC1)N(Cc1ccc(F)cc1)C(=O)c1snc(C(N)=O)c1N (centres undefined),12.1,8.5,0.6,0.7,i,-5.3,-0.6,-0.5,-1.3,-1.4
CC1=NN(S(=O)(=O)c2ccc(F)cc2)C(=O)c2ccccc2O1,-2.4,6.0,1.5,-1.3,i,-2.4,-1.0,-1.2,-2.7,0.8

# Remaining list, next part
SMILES,CendR NRP1 mod,SKN-1 inh,DNMT1 block,LMPTP inh,Neddylation inh,SUMO1-SIM PPI,NadD block,Tb MetRS inh,STEP block,Scp-1 inhibitor
Cc1cccc(N2CCN(CC3CCCCC3)CC2)c1C,14.3,24.0,0.8,-0.6,i,4.1,-10.2,0.3,-2.9,-1.9
CCC1=NN(C(=O)c2ccccc2[N+](=O)[O-])C(O)(c2ccccc2)C1 (centres undefined),9.7,5.6,7.0,-0.6,i,-6.2,-3.5,-0.2,-1.6,x
COc1ccc(S(=O)(=O)N2CCOCC2)cc1NC(=O)C1CCCN1C(=O)c1cccs1 (centres undefined),0.3,15.1,-2.4,-1.0,i,2.4,2.8,-0.3,-2.1,1.1
O=C(Nc1cccc(S(=O)(=O)N2CCCCC2)c1)C1CC(=O)N(Cc2ccccc2)C1 (centres undefined),1.4,-9.8,-10.7,0.7,i,0.0,3.0,-0.1,-3.2,-5.7
CC(C)Cn1c(SCC(=O)NCc2ccco2)nnc1-c1ccncc1,-10.0,0.4,-0.2,-0.2,i,0.2,0.9,0.2,9.0,-7.3
CCOc1ccc(CCNC(=O)COC(=O)C2CCN(S(=O)(=O)c3ccccc3)CC2)cc1OCC,0.9,11.2,-0.5,-0.1,i,-0.3,-3.4,-0.5,1.3,-3.8
Cc1cccc(CCNC(=O)C2CC(O)CN2C(=O)Nc2ccccc2)c1 (centres undefined),-8.4,-8.2,-1.1,0.8,i,-6.8,2.3,0.0,1.5,x
CC1(C)CC(=O)C([N+](=O)[O-])=C(NCCCC(=O)O)C1,-2.5,8.5,-3.2,-2.5,i,1.1,-4.2,-0.7,-5.5,-9.3
COc1cccc(CN(C)C(=O)CNC(=O)c2cccs2)c1OC,19.1,13.9,0.9,0.0,i,-1.8,1.5,0.2,2.0,-6.8
COc1ccccc1NC(=O)Nc1nc(CC(=O)Nc2ccc(OC)c(OC)c2)cs1,2.5,5.0,-3.3,0.9,i,10.0,-2.0,-0.9,-2.9,9.8
O=C(Nc1nc(-c2ccccc2)c(C(=O)c2ccccc2)s1)c1ccc(S(=O)(=O)N2CCCC2)cc1,-1.8,9.7,-11.2,2.4,i,-11.5,29.8,-0.5,0.4,-16.6
O=C(CSc1ccncc1)Nc1ccc2ccccc2c1,-32.9,6.6,-9.3,1.2,i,5.3,-3.2,0.1,-2.2,-2.3
O=C1CCCCC(=O)[C@H](OC(=O)c2ccccc2)C[C@H](c2ccccc2)O1,-15.0,5.5,x,3.5,i,-5.2,-6.8,-0.3,x,x
CN1C2CCC1CC(NC(=O)c1cccc(C(F)(F)F)c1)C2 (centres undefined),1.3,-6.7,2.3,-2.2,i,-1.1,-3.9,-0.9,-1.1,-9.7
O=S(=O)(Nc1ccc(S(=O)(=O)Nc2ncccn2)cc1)c1ccccc1,-1.0,-15.8,0.6,-1.6,i,1.6,6.3,0.3,-0.5,-0.6
CCOC(=O)c1ccc(NC(=O)CSc2nnc(CNC(=O)c3ccco3)o2)cc1,3.1,14.4,4.8,-1.5,i,3.0,-7.2,-0.8,-0.6,-6.2
Cc1ccccc1C(=O)c1cccn1CC(=O)NCCCN1CC(C)CC(C)C1 (centres undefined),5.3,4.4,2.1,-0.1,i,-3.8,-3.5,-0.2,-2.8,-6.3
CCN(Cc1ccccc1)S(=O)(=O)c1c(C)[nH]c(C)c1C(=O)N1CCCC1,2.0,-2.6,3.5,-1.9,i,3.8,-5.3,-0.2,-5.3,-0.3
O=C(Nc1nc2ccccc2[nH]1)c1cccc([N+](=O)[O-])c1,3.9,-0.6,-2.6,0.0,i,-7.2,-0.3,-0.5,7.1,-4.2
CC(C)OCCCNC(=O)CN1CCN(Cc2ccccc2Cl)C1=O,-6.1,-3.6,-0.7,-3.6,i,5.0,-6.8,-1.4,-2.7,-6.7
CCCCC(=O)N(C)c1c(CC)nc2c(OCCOc3ccccc3)cccn12,-1.9,5.2,-3.2,0.6,i,3.7,0.5,0.2,1.5,x
Cn1c(-c2cccc([N+](=O)[O-])c2)cnc1NCc1cccc([N+](=O)[O-])c1,-3.1,-13.6,4.5,0.6,i,-23.0,-5.4,2.9,-1.4,-8.1
CC(C)CC(=O)NCCNC(=O)c1cc(OCC(F)(F)F)ccc1OCC(F)(F)F,11.0,-12.3,-1.4,-2.0,i,-4.6,4.7,-0.3,6.1,-9.6

# Screening data (PubChem)
